CHRM4 antagonist – blocks acetylcholine activation of human M4 receptor; P08173; CHO-hM4 cells, ACh EC80, Fluo-8 calcium fluorescence; inhibition, % at 3 µM; 360,000 compounds, 0.73% hits; AID 624125;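 active = inhibition above its plate's cutoff, the mean inhibition of sample wells plus 3 SD, cut at about 27% in these data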;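 also: 0% = acetylcholine EC80 with DMSO and 100% = DMSO without agonist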
Target sequence (P08173 whole entry, looked up): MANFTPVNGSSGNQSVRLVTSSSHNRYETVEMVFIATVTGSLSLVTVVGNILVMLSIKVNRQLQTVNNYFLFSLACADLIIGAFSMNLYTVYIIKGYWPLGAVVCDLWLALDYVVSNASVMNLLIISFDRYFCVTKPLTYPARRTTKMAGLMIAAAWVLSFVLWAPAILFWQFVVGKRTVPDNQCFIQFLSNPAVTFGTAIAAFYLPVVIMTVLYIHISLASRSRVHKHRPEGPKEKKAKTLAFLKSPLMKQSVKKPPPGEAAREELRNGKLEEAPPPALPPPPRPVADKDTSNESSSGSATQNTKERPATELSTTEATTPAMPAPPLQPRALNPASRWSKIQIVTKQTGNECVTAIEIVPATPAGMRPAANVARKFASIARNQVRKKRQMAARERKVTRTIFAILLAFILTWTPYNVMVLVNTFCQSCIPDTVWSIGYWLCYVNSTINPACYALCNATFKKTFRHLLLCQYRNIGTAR
CHO parental Ca – counter-screen for OX1R antagonists: effect in parental CHO cells; 330,000 compounds, 0.63% hits; parental CHO-K1, ATP-induced calcium, Fluo-8 fluorescence; AID 463079; inhibition, % at 5.6 µM;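 active = inhibition above that plate's mean sample inhibition plus 3 SD, cut at about 26% in these data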;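 also: 0% = ATP-challenged DMSO wells and 100% = DMSO wells without ATP; some compounds past the cut are filed as inactive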
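Assay system – parental CHO cells · Reagent – ATP stimulus · Detection – intracellular calcium via Fluo-8 no-wash fluorescent dye · Evaluation – percent inhibition of ATP-evoked calcium rise, normalized to controls · Controls – ATP wells versus no-ATP DMSO wells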
CHO-K1 Ca ag – nonselective activator or artifact in parental CHO-K1 cells. AID 602248. activation, % at 3 µM. Fluo-8 calcium fluorescence; scaled to maximal ATP response, vehicle zero. 360,000 compounds, 0.48% hits; in the data active = activation above about 15%;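 also: untransfected CHO-K1 host cells lacking M1 receptor as counterscreen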
M1 PAM – positive allosteric modulators of human M1 muscarinic receptor; P11229; CHO-K1 hM1, Fluo-8 calcium fluorescence, ACh EC20; 0% = ACh EC20, 100% = maximal ACh; activation, % at 3 µM; 360,000 compounds, 0.088% hits; AID 588819; in the data active = activation above about 19%, passing the limit was not always enough
Target sequence (P11229 whole entry, looked up): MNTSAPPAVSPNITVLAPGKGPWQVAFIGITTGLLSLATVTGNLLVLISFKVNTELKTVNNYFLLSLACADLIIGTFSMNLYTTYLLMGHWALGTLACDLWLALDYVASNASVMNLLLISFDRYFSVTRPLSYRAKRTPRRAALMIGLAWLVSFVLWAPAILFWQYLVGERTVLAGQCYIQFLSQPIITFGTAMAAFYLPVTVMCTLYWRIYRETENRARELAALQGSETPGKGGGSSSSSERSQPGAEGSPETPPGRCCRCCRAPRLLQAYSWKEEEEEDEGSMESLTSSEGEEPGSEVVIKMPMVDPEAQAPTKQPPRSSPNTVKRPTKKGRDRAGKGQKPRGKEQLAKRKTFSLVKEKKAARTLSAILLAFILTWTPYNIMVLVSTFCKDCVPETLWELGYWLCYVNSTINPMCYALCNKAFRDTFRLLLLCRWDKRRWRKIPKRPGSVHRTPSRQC
CHO-K1 Ca antag – M1 antagonist counterscreen hit in parental CHO-K1 cells; ATP-induced calcium, Fluo-8 fluorescence; inhibition, % at 3 µM; 360,000 compounds, 0.6% hits; AID 602250;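 active = inhibition above a per-plate cutoff, the plate's mean sample inhibition plus 3 SD, cut at about 24% in these data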;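 also: 0% = DMSO plus EC80 ATP and 100% = DMSO alone without ATP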
OXTR potentiate – potentiates the human oxytocin receptor response; P30559; CHO-OTR cells, Fluo-8 calcium fluorescence, potentiator mode; 0% = oxytocin EC15, 100% = EC100; activation, % at 3 µM; 320,000 compounds, 0.061% hits;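 active = activation above that plate's cutoff, the mean activation of tested compounds plus 3 SD, cut at about 6.6% in these data, passing the limit was not always enough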;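 also: 100% uses oxytocin at 75 nM as the full agonist control; some results filed as inactive read as strong as hits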
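Replication – single well per compound, singlicate · Assay system – CHO cell line stably expressing human OTR · Timing – 6 min pre-incubation, 100 s read · Measure – normalized max/min fluorescence ratio, % activation · Doses – 3.0 µM, one dose · Detection – Fluo-8 calcium dye fluorescence · Probe or stimulus – oxytocin near EC15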
CHRM4 agonist – CHRM4 agonism in calcium assay; P08173; CHO-K1 hM4/Gqi5, Fluo-8 calcium fluorescence; vehicle 0%, full acetylcholine response 100%; activation, % at 3 µM; 360,000 compounds, 0.14% hits;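 active = activation above the run mean over all test wells plus 3 SD, cut at about 32% in these data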;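 also: peak over basal fluorescence ratio per well then scaled between controls; 0% = DMSO wells and 100% = acetylcholine at EC100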
M1 antag – antagonists of human M1 muscarinic receptor | P11229 | CHO-K1 hM1, Fluo-8 calcium fluorescence, ACh EC80 antagonist | inhibition, % at 3 µM | 360,000 compounds, 1.3% hits;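 active = percent inhibition above its own plate's cutoff, namely the mean of that plate's compound wells plus 3 SD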;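 also: peak over basal fluorescence ratio during 140 s after agonist addition; 0% = ACh EC80 plus DMSO and 100% = DMSO alone without agonist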
M1 ag – agonists of human M1 muscarinic receptor. 360,000 compounds, 0.33% hits. activation, % at 3 µM. P11229. CHO-K1 hM1, Fluo-8 calcium fluorescence, agonist mode; 0% DMSO, 100% acetylcholine EC100;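 active = activation above the run's mean compound activation plus 3 SD, cut at about 16% in these data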;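 also: peak over basal fluorescence ratio within a 140 s kinetic read after compound addition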
The depositor's hits bear a star; · = not tested or not shown.

compound	CHO-K1 Ca ag	M1 PAM	CHRM4 antagonist	M1 ag	CHO parental Ca	CHO-K1 Ca antag	M1 antag	CHRM4 agonist	OXTR potentiate
O=C1CC2(CCN(C(=O)c3ccccc3Cl)CC2)Oc2ccccc21	1.1	-4	1	-3	3	7	10	3	-5
CCOCCCN(C)C1CCN(C(=O)c2oc3ccccc3c2NC(=O)Cc2ccc(F)cc2)CC1	-0.3	8	-3	-5	-21	-10	-13	-1	-3
COc1ccc(-n2nc(C(=O)O)c3ccccc3c2=O)c(OC)c1	-0.2	9	4	4	1	-18	-42	1	-2
COc1ccc(S(=O)(=O)Nc2ccc3c(c2)OCO3)cc1Cl	1.3	-3	-15	-2	-11	-6	8	6	-25
CN(c1ccccc1)c1cc(Br)nc(Br)c1	1.2	2	0	-5	-8	-9	-10	-1	-11
CCn1c(-c2ccccc2O)n[nH]c1=S	0.4	7	-4	5	-5	14	1	0	-3
O=C(CSc1nnc(-c2ccccc2)n1Cc1ccco1)Nc1ccc2c(c1)OCCO2	0.6	7	3	-4	-10	5	-3	2	0
CC1=NN(C(C#N)c2ccccc2O)C(C)(C)C1 (stereo not drawn)	0.3	1	-5	-1	4	-2	8	2	-2
Cc1cn([C@H]2C[C@H](O)[C@@H](CNCc3ccc(CN(C)S(C)(=O)=O)o3)O2)c(=O)[nH]c1=O	0.9	0	-19	-4	·	-4	-7	0	·
CN(C(=O)COC(=O)COc1ccc(N(C)S(=O)(=O)c2ccc(Cl)cc2)cc1)c1ccccc1	3.0	-14	21	-6	·	-5	21	7	·
CCc1c(C#N)sc(C(N)=O)c1CC	0.0	25	-7	0	4	-12	-21	0	-5
COC(=O)C1=C(C(=O)OC)[N+]2=C3N(C(=O)NC2(C)C)[C@H](CO)C[C@@]32c3ccccc3N(Cc3ccccc3)[C@@H]12	-0.3	0	-25	-2	-33	2	0	4	-2
COC(=O)c1ccc2c(=O)[nH]c(CSc3nc(-c4ccc(F)cc4)cs3)nc2c1	0.3	3	5	-7	-21	0	-1	1	-9
C=CCNC(=S)N/N=C/c1cccc([N+](=O)[O-])c1	0.9	8	-1	-14	-18	0	-7	3	-15
O=S(=O)(Nc1cccc2ncccc12)c1cccs1	1.3	7	37*	-4	40*	15	14	3	-2
CCOc1ccc(OCC)c(NC(=O)CSc2nnnn2CC)c1	0.2	8	2	0	-3	-7	-6	1	-16
C[C@H](NC(=O)C1CCN(S(=O)(=O)c2ccccc2)CC1)C(=O)NCc1ccco1	0.3	18	0	2	-10	-5	-5	0	-6
Cc1nc(SCc2ccccc2)nc2c1CCC2	1.5	9	1	-10	-12	-7	-2	0	-4
COc1ccc(CCNc2ccc(N3C(=O)CC(C)C3=O)cc2[N+](=O)[O-])cc1OC (stereo not drawn)	14	-15	15	7	54*	16	8	21	-16
Cc1cc(C(=O)OCC(=O)N2CCc3ccccc32)ccc1[N+](=O)[O-]	-0.2	1	-2	-4	-8	-3	2	0	-2
CCn1c(SCC(=O)Nc2ccc(Br)cn2)nnc1C1CC1	-0.1	-3	13	-4	-11	-5	5	0	8
Cc1sc2nc(CN3CCCC3)nc(N3CCN(S(=O)(=O)c4cccc(F)c4)CC3)c2c1C	-0.2	-21	12	-9	-28	0	14	1	-8
N#Cc1ccc(CSc2nnc(-c3cnccn3)o2)cc1	0.9	10	12	-5	4	-3	-8	1	-12
COC(=O)[C@@]12CCCN1[C@H](c1ccc(-c3ccc(OC)cc3)cc1)[C@@H]1C(=O)N(C)C(=O)[C@@H]12	-0.6	-2	4	-4	-11	5	4	1	-11
COc1ccc(-c2cnc3n2CCCCC3)cc1	4.6	0	-1	-5	-17	-8	1	8	-9
COc1ccccc1-c1ccc(SCC(=O)N2CCOCC2)nn1	-0.1	3	10	-4	4	-7	3	0	1
Cc1c(Br)c([N+](=O)[O-])nn1CCCC(=O)N1CCN(c2ccccc2)CC1	3.6	1	2	-11	-21	-12	-16	7	7
COc1ccc(OCC(O)CN(CCO)CC(O)Cn2ccc3ccccc32)cc1 (stereo not drawn)	0.3	10	-8	2	2	20	6	10	-9
COc1ccccc1NS(=O)(=O)c1cc(NC(=S)NCCN2CCOCC2)ccc1N1CCOCC1	0.5	-4	-2	-6	-11	-2	-4	3	-1
CCC(NC(=O)CCl)c1ccc(C)cc1 (stereo not drawn)	3.5	2	-9	-4	-10	7	13	0	7
COC(=O)C1CCN(C(=O)c2sc3nc(-c4ccccc4)cn3c2C)CC1	1.0	0	5	-3	-14	-1	3	3	-9
COCCN(Cc1cc2cc(C)ccc2n2nnnc12)C(=S)Nc1ccc(C)cc1	0.8	4	7	-3	-16	-8	0	0	1
CC1(C)CC(=O)C(C=NCCN2CCN(C3CC(=O)N(c4ccc(F)cc4)C3=O)CC2)=C(O)C1 (stereo not drawn)	0.1	12	2	-6	-5	3	-8	2	10
COc1ccc(-c2c3c([nH]c(=S)c2C#N)CCC3)cc1	-0.6	13	-2	5	·	26*	-17	0	·
CCC(CC)c1nnc(NC(=O)c2cc(C(=O)OC)cc([N+](=O)[O-])c2)s1	1.4	3	9	2	-16	0	1	2	1
COc1ccccc1/C=C/C(=O)NCC(=O)N=Nc1c(O)[nH]c2ccccc12	1.1	3	-10	-5	-19	-10	-7	6	-5
Cc1ccc(S(=O)(=O)CCC(=O)OCC(=O)NNC(=O)c2ccc([N+](=O)[O-])cc2)cc1	-0.1	6	6	-4	-2	-8	-9	1	1
O=C(Nc1cccc(-c2nnc(-c3ccco3)o2)c1)C(c1ccccc1)c1ccccc1	1.1	2	6	-1	-1	16	-4	4	-13
Cc1ccc(CCNC(=O)C2=CCN(S(=O)(=O)c3ccccc3)CC2)cc1	2.9	3	8	-2	-12	-12	1	7	-10
Cc1nc(NC(=O)/C=C/c2ccc(C(C)(C)C)cc2)sc1C(=O)N(C)C	0.5	13	3	-9	-6	-15	-7	1	-6
Cc1ccc(N2C(=O)[C@@H]3[C@H](C2=O)[C@H]2C=CC=NN2[C@@H]3C(=O)Nc2ccccc2)cc1	0.8	6	-4	-2	-13	-10	-15	1	-5
O=C(OCC(=O)C12CC3CC(CC(C3)C1)C2)c1ccccn1	3.7	1	-1	3	12	13	2	3	-12
COC(=O)Cn1cc(/C=C/c2cc[n+](C)cc2)c2ccccc21	3.8	14	4	-7	0	-6	-17	2	-1
O=C(Nc1cc(C(F)(F)F)cc(C(F)(F)F)c1)Nc1cnn(-c2ccc([N+](=O)[O-])cc2)c1C(F)(F)F	-0.4	3	4	-1	-2	-2	0	1	-4
CCN(C(=O)COC(=O)c1ccccc1NCCO)c1cccc2ccccc12	1.9	2	-11	2	-21	-8	1	5	-18
COc1cc2c(cc1OC)C(c1ccccc1[N+](=O)[O-])N(C(C)=O)CC2 (stereo not drawn)	0.6	12	15	0	-12	-2	-16	0	-1
CCOc1ccc(C(O)(CCC(C)C)C(CN2CCOCC2)c2ccccc2)cc1 (stereo not drawn)	-1.3	4	-11	-4	-33	-13	4	-1	-1
CC1(c2cccc(Br)c2)NC(=O)N(CC(=O)Nc2ccc(F)cc2)C1=O (stereo not drawn)	4.9	-1	22	0	7	-9	5	10	-7

Random excerpt: two entries already listed
compound	CHO-K1 Ca ag	M1 PAM	CHRM4 antagonist	M1 ag	CHO parental Ca	CHO-K1 Ca antag	M1 antag	CHRM4 agonist	OXTR potentiate
COC(=O)Cn1cc(/C=C/c2cc[n+](C)cc2)c2ccccc21	3.8	14	4	-7	0	-6	-17	2	-1
O=C(OCC(=O)C12CC3CC(CC(C3)C1)C2)c1ccccn1	3.7	1	-1	3	12	13	2	3	-12

(more compounds)
compound	CHO-K1 Ca ag	M1 PAM	CHRM4 antagonist	M1 ag	CHO parental Ca	CHO-K1 Ca antag	M1 antag	CHRM4 agonist	OXTR potentiate
CC(=O)Nc1cccc(-c2nc3ccccc3[nH]2)c1	0.0	1	7	-4	13	11	3	1	-9
O=C(NCc1ccc(F)cc1)c1c2c(nc3ccccc13)CCC2	0.8	1	4	-6	-22	2	2	2	-3
CN1CCN(S(=O)(=O)c2ccc(Nc3ccc(F)cc3)nc2)CC1	1.6	13	-4	-4	-4	-15	-19	2	-9
Cc1cc(C)c2c(=O)[nH]c(SCC(=O)NCc3ccccc3)nc2n1	0.0	4	-3	-8	3	-17	-6	0	-1
COCCNC(=O)CN1C(=O)CC(C)(C)S(=O)(=O)c2ccccc21	-0.5	-9	7	-1	-1	12	10	1	-2
Cc1ccc(C(=O)Nc2cccc(C(=O)N/N=C/c3ccc(O)cc3)c2)cc1	1.0	9	-11	-1	3	-11	2	4	-6
COc1cccc(C2c3[nH]c4ccccc4c3C[C@H]3C(=O)N(C4CCN(Cc5ccccc5)CC4)CC(=O)N23)c1 (stereo partly drawn)	9.0	-10	12	-7	1	2	11	20	-23
O=C(NN1CCCCC1)c1ccccc1	1.3	1	2	-1	-7	-5	0	0	3
CCOC(=O)CSc1ccc(C(=O)NCCN2CCOCC2)cc1[N+](=O)[O-]	7.3	-24	17	-6	-8	-4	47*	21	-3
CCOc1ccc(C(=O)CCc2nc3ccccc3s2)cc1	0.9	-10	-5	-11	-14	-27	1	-1	-3
Cc1coc(NC(=O)CSc2nc(-c3ccc(Cl)cc3)cc(C(F)(F)F)c2C#N)n1	1.3	11	-1	-3	-12	-1	-8	0	5
CC(C)c1nc(NCCO)c2nnn(Cc3ccccc3)c2n1	1.8	1	6	-3	-10	-11	7	-1	-26
CSc1c(CN2CCN(C)CC2)c2ccccc2n1C	0.0	-3	14	-9	4	-1	0	0	-5
CC(=O)c1ccc(N2CCN(C(=O)C(=O)c3c(C)[nH]c4ccccc34)CC2)cc1	6.1	2	0	-2	-6	-2	-4	9	-6
COc1ccc(C(NC(=O)c2ccc(-c3ccccc3)cc2)c2ccccc2)cc1 (stereo not drawn)	0.7	10	14	-1	-17	0	-14	-1	-9
CCc1nc2sc3c(=O)[nH]cnc3c2c2c1CSC(C)(C)C2	0.3	14	5	1	-13	-7	-4	2	-2
Cn1c(=O)oc2cc(S(=O)(=O)N3CCN(c4cccc(Cl)c4)CC3)ccc21	0.1	7	-5	-5	-10	1	-6	0	-5
COCCN(CCOC)c1nc(-c2ccc(Cl)cc2)nc2ccccc12	0.8	-9	-3	-4	-26	9	18	6	-8
COCC(=O)Nc1cc(Cl)ccc1C	1.2	3	0	-7	-8	8	-1	2	-2
Cc1cc(=O)oc2cc(OC(=O)c3nn(C(C)C)c(=O)c4ccccc34)ccc12	0.5	4	2	-2	-3	4	-10	1	-1
CCc1nc2c(OCc3ccc(C(=O)OC)cc3)cccn2c1N(C)C(=O)c1ccc(C)cc1	0.1	-10	1	-10	·	4	7	3	·
CCCC(=O)N1CCC1(C)C(=O)Nc1ccc2scnc2c1 (stereo not drawn)	1.1	6	6	0	·	-5	-13	1	·
